# B2AR arrestin = qHTS assay of beta-arrestin-biased ligands of beta2-adrenergic receptor | Potency, µM (doses to about 46.1 µM), inactives show at the top dose activation, actives largely listed as activators | AID 492947, 2010 | beta-arrestin recruitment to beta2AR, cell-based reporter | 330,000 tested, 0.02% active | Beta-2 adrenergic receptor (Homo sapiens), P07550;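 also: potency is read from the fitted curve at half-maximal effect; 0% = DMSO controls and full agonism = EC100 isoproterenol or metaproterenol; nearly all actives have a fitted effect of over 65% in size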
# ELG1 repair inh = qHTS screen for small molecules that inhibit ELG1-dependent DNA repair in human embryonic kidney (HEK293T) cells expressing luciferase-tagged ELG1; AID 504467, 2011; HEK293T ELG1-luciferase reporter, luminescence, 16 h; DNA damage induced by 5-fluorouridine; Potency, µM (top dose mostly 46.1 µM), inactives show at the highest dose activity change, negative = inhibition, usual class: inhibitors; 330,000 tested, 2.3% active; also: potency is read from the fitted curve at half-maximal effect; % is scaled to controls: 0 for no effect and ±100 for the full control effect; nearly all actives have a fitted effect of over 55% in size
#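 Cells (2,000 per well) received 5-fluorouridine plus test compound or DMSO and were incubated 16 hr at 37 °C, 5% CO2. Luciferase activity was read by luminescence 30 min after ONE-Glo addition; signal suppression marked inhibition of damage-induced ELG1 function.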
# TCR act = Activators of T cell receptors: qHTS campaign. primary human leukocytes, anti-CD3, IL-2 HTRF, 48 h. Potency, µM (doses to about 9.22 µM), inactives show top-dose activation of IL-2 secretion, usual class: activators. 330,000 tested, under 10 active. AID 504894, 2011; also: % of control where 0% means no effect
#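 Primary human leukocytes were stimulated with a-CD3 beads plus compounds for 48 hr without co-stimulation; secreted IL-2 was quantified by HTRF using a-IL-2-K (europium cryptate) and a-IL-2-d2, excited at 320nm with acceptor emission read at 665nm.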
# Tb PFK inh = qHTS Assay to Find Inhibitors of T. brucei phosphofructokinase; T. brucei PFK, ADP-Glo luminescence; Potency, µM (series often up to 57.5 µM), inactives show at the top dose activity, negative = inhibition, hits mostly inhibitors; 330,000 tested, 0.17% active; ATP-dependent 6-phosphofructokinase (Trypanosoma brucei brucei), O15648;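 also: potency is read from the fitted curve at half-maximal effect; 0% = uninhibited 1x PFK enzyme wells and -100% = no-enzyme wells; nearly all actives have a fitted effect of over 60% in size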
#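 PFK 1.25 nM, F6P 0.5 mM, ATP 0.1 mM, 0.1 M TEA pH 8.0, 5 mM MgCl2, 0.01% Tween20, 0.1% BSA; 45 min RT. ADP-Glo readout. qHTS titration up to 57 uM; curves fitted, compounds curve-classed.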
# TSHR antagonist = Antagonists of the Thyroid Stimulating Hormone Receptor: HTS campaign; TSHR-expressing cells, TSH-stimulated cAMP HTRF, 2 h; hits give low values; activity change, negative = inhibition, % at 11.5 µM; 330,000 tested, 0.2% active; AID 504810, 2011;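 active = activity change below a set negative limit, meaning inhibition stronger than a set level, cut at about -70% in these data; inconclusive = activity change between two set negative limits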; also: % is scaled to controls: 0 for no effect and ±100 for the full control effect
#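 Cell-based HTRF cAMP assay; TSHR cells + compound, TSH EC80 (4nM final), 2 h, 37 deg C. Lysis with anti-cAMP cryptate and cAMP-d2, 30 min RT, read 665/620 nm.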
# TSG101-PTAP inh = qHTS Assay for Iinhibitors of HIV-1 Budding by Blocking the Interaction of PTAP/TSG101. 340,000 tested, under 10 active. Fluorescence polarization, FITC-PTAP peptide / Tsg101 binding. Tumor susceptibility gene 101 protein (Homo sapiens), Q99816. Potency, µM (series often up to 115 µM), for inactives: at the highest dose activity change, negative = inhibition, usual class: inhibitors; active = well fitted inhibition curve with a large enough effect in the main read-out, with a control signal flat, not every such curve was filed as active; inconclusive = small, poorly fitted or top-dose-only effect, or effect the other way, or a change in a side signal; inactive = no such curve, though single readings can be large or run the other way; also: potency is read from the fitted curve at half-maximal effect; % of control where 0% means no effect
# Target sequence (Q99816 whole entry, looked up): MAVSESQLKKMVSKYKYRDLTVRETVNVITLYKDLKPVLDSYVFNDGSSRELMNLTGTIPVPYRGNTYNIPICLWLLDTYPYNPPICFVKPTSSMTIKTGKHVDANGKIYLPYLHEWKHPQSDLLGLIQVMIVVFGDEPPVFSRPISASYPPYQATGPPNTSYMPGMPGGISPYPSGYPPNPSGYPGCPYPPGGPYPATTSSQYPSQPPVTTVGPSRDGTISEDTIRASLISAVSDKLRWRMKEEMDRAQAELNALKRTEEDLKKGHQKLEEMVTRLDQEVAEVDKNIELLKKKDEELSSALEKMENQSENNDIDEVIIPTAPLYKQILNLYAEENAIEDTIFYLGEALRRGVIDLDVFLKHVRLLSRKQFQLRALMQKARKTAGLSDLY
#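 Tsg101 binding domain (10 uM final) was mixed with compound and a FITC-labeled PTAP peptide (50 nM final) in HEPES pH 7.5 buffer with NaCl, Tween 20, EDTA and TCEP; fluorescence polarization was read after 20 min at r.t.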
# Eya2 phos inh = qHTS Assay for Inhibitors of the Phosphatase Activity of Eya2 | Potency, µM (series often up to 76.9 µM), for the others: at the top dose activity, negative = inhibition, most hits filed as inhibitors | AID 488837, 2010 | 330,000 tested, 0.006% active | recombinant Eya2, OMFP fluorescence dephosphorylation (OMFP is methylfluorescein phosphate); also: potency is read from the fitted curve at half-maximal effect; % is scaled to controls: 0 for no effect and ±100 for the full control effect
# Target sequence (O00167 whole entry, looked up): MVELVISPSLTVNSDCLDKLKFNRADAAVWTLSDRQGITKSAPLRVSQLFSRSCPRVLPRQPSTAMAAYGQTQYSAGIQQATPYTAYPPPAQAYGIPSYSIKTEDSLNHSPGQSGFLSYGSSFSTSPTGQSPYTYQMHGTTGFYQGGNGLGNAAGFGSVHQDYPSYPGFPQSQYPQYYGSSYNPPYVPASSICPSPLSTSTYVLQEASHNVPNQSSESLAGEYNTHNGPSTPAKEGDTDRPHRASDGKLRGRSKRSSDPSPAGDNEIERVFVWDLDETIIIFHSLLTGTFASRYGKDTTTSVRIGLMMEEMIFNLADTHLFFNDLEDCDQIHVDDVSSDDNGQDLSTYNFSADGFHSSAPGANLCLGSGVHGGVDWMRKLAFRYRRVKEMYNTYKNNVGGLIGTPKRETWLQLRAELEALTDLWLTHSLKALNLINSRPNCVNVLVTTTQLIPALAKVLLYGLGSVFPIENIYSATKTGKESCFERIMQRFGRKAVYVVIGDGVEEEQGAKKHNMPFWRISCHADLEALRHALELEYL
#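 Eya2 protein (added as 0.2 uM solution) was preincubated with compound for 10 min at ambient temperature in 50 mM HEPES pH 7.5, 50 mM NaCl, 5 uM MgCl2, 0.05% BSA, 1 mM DTT. OMFP (added at 50 uM) then reacted 10 min; fluorescence read at 485/525 nm.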
# uPA generation = qHTS for Inhibitors of Cell Surface uPA Generation. cell surface uPA generation assay, qHTS. 330,000 tested, 0.31% active. Potency, µM (doses to about 38.3 µM), without a hit: at the top dose activity change, negative = inhibition, hits mostly inhibitors; active = well fitted inhibition curve with a large enough effect; inconclusive = small, poorly fitted or top-dose-only effect; inactive = no such curve, though single readings can be large or run the other way; tested in mouse RAW 264.7 cells; also: potency is read from the fitted curve at half-maximal effect; % is scaled to controls: 0 for no effect and ±100 for the full control effect; nearly all actives have a fitted effect of over 55% in size
# Mito fusion yeast = qHTS Assay for Small Molecule Inhibitors of Mitochondrial Division or Activators of Mitochondrial Fusion. Potency, µM (series often up to 46.1 µM), without a hit: at the top dose growth rescue (activation), hits mostly activators. 320,000 tested, 0.23% active. AID 485298, 2010. S. cerevisiae fusion-defective mutant growth rescue, CellTiterGlo 48 h;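 also: potency is read from the fitted curve at half-maximal effect; % of control where 0% means no effect; nearly all actives have a fitted effect of over 45% in size; temperature-sensitive fusion mutants such as fzo1-1 at 37 °C on non-fermentable ethanol glycerol medium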
#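 Compounds are tested for their ability to restore growth of mitochondrial fusion-defective yeast strains at non-permissive 37C in YPEG medium over 48 hours. Viability is quantified by luciferase luminescence.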
# USP2a inh = qHTS Assay for Inhibitors of Ubiquitin-specific Protease USP2a Using CHOP2 as the Reporter; USP2 core, Ub-CHOP2 coupled fluorogenic reporter, 485/531; Ubiquitin carboxyl-terminal hydrolase 2 (Homo sapiens), O75604; Potency, µM (series often up to 38.3 µM), inactives show at the top dose activity change, negative = inhibition, usual class: inhibitors; 330,000 tested, 0.01% active;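 also: potency is read from the fitted curve at half-maximal effect; plate controls were DMSO wells for no effect and full inhibition by NEM control for full effect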
#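 Cell-free coupled assay: 10nM USP2 core preincubated 30min RT with compound in Tris-HCl pH 8.0/CaCl2/CHAPS buffer, then 25nM Ub-CHOP2 and 25nM reporter substrate; fluorescence (Ex 485/Em 531) read after 60min RT, normalized to NEM inhibition, concentration-response curves fitted.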
# Chronic BCR inh = qHTS Assay to Find Inhibitors of Chronic Active B-Cell Receptor Signaling; ABC-DLBCL IkBa-CBG/CBR reporter, luminescence ratio, 4 h; Potency, µM (highest dose often 46.1 µM), inactives show top-dose ratio change, negative = lower green/red ratio, most hits filed as inhibitors; 340,000 tested, 0.05% active; AID 493014, 2011; active = well fitted inhibition curve with a large enough effect in the signal ratio, with a control signal flat, not every such curve was filed as active; inconclusive = small, poorly fitted or top-dose-only effect, or effect the other way, or a change in a side signal; the % refers to the signal ratio;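 also: potency is read from the fitted curve at half-maximal effect; plate controls were basal doxycycline-induced cells for no effect and cells given 10 µM MG132 for full effect; MG132 reads +100%, hits lower the ratio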
#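 Doxycycline induced both beetle luciferases in TMD8 lymphoma cells; IKK-driven degradation limits the IkappaBalpha-fused green signal, while red luminescence normalises for cell number and nonspecific effects. Compounds tested up to 46 uM, 4 hrs.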
# * = called active by the depositor; ? = inconclusive; . = no result given; [ ] = dose if it differs, or a comment. Unless noted, calls follow the shape of the dose curve; as a rule, active = well fitted curve in the direction sought with a large enough effect; inconclusive = small, poorly fitted or top-dose-only effect, or another doubt; inactive = no such curve, though single readings can be large; an effect the other way counts as inactive or inconclusive.
No.	SMILES	B2AR arrestin	ELG1 repair inh	TCR act	Tb PFK inh	TSHR antagonist	TSG101-PTAP inh	Eya2 phos inh	uPA generation	Mito fusion yeast	USP2a inh	Chronic BCR inh
1	CSc1sc(C(=O)O)c2c1C(=O)CCC2	0.1%	?	13%	-2%	16	-7%	-10%	-1%	7%	1%	-8%
2	CCOC(=O)/C(C#N)=C\N(C)C	-0.4%	7%	0%	-5%	-2	-2%	-10%	0%	1%	1%	1%
3	COc1cc(NC(=O)CCC2CCCC2)cc(-n2cnnn2)c1	0.1%	?	-5%[46.1 µM]	-1%	-4	-2%	-3%	-3%	-2%	5%	-3%
4	O=C1C=C(O)c2cccc3cccc1c23	-0.2%	-27%	2%	-2%	35	-18%	11%	-1%	4%	3%	5%
5	O=C(COC(=O)c1ccc(Br)o1)Nc1cccc(S(=O)(=O)N2CCOCC2)c1	0.2%	-1%	-4%[46.1 µM]	-3%	-9	-5%	-2%	-1%	.	1%	-14%
6	O=C(CCC1CCCCC1)NCCN1CCOCC1	-1.0%	1%	.	2%	-20	-2%	1%	-1%	3%	0%	-4%
7	COC(=O)c1sccc1NC(=O)Nc1ccc(OC)c(OC)c1	0.5%	-45%	4%	0%	6	-6%	-4%	1%	-2%	3%	0%
8	O=C(NNC1=NS(=O)(=O)c2ccccc21)c1ccc([N+](=O)[O-])cc1	-0.3%	-4%	-2%	6%	-1	-2%	0%	-5%	-4%	-1%	?
9	CSc1nc(/C=C2\C=Nc3ccccc32)c(O)n1C	-0.6%	?	0%[46.1 µM]	3%	-9	-1%	-7%	-8%	14%	0%	-3%
10	COc1ccc(NC(=O)CN2CCN(c3c(C)cc(C)cc3C)CC2)cc1	0.4%	-11%	0%	1%	8	2%	-16%	8%	0%	5%	-3%
11	Cc1nc(-c2ccccc2)sc1C(=O)O	0.1%	?	-2%	0%	26	-2%	13%	1%	14%	-1%	?
12	CCN(CCCNC(=O)CNC(=O)c1nn(-c2ccc(OC)c(OC)c2)c(=O)c2ccccc12)c1ccccc1	-0.5%	10µM*	0%	0%	1	-3%	-19%	3%	5%	-6%	?
13	COCCNc1nnc(SCC(=O)NC(=O)c2ccccc2OC)s1	3.6%	7%	-2%	-4%	-4	-3%	6%	6%	-1%	3%	-1%
14	COc1ccc(/C=C/C(=O)c2ccc(C)c([N+](=O)[O-])c2)cc1O	0.0%	?	1%[46.1 µM]	5%	-11	-1%	-1%	-13%	11%	2%	?
15	CCCOc1ccc(NC(N)=O)cc1OCCC	-0.2%	19%	2%	-2%	-3	2%	13%	0%	-1%	-1%	3%
16	COc1cccc(OC)c1C(=O)Nc1ccc(S(=O)(=O)Nc2ncccn2)cc1	-1.0%	4%	7%	3%	0	-6%	7%	8%	-1%	0%	0%
17	COC(=O)c1c(NC(=O)CN2CCC3(O)CCCCC3C2c2ccc(OC)cc2OC)sc(C)c1C (configuration not stated)	-0.3%	?	-5%[46.1 µM]	0%	51	0%	-9%	8%	6%	-19%	?
18	O=C(Oc1cc2oc(=O)c3c(c2cc1Cl)CCCC3)c1cccs1	-0.8%	13%	1%[46.1 µM]	14%	10	-2%	-4%	-9%	-5%	-10%	7%
19	CSc1ccc(C(=O)C2CCCN(C(=O)c3cccc(N4CCOCC4)c3)C2)cc1 (configuration not stated)	-0.7%	27%	2%	-1%	-14	-4%	-10%	6%	-4%	1%	?
20	CC1=C(C)CC(C(=O)Nc2cccc(Cl)c2)C(C(=O)O)C1 (configuration not stated)	-0.4%	10%	2%	-2%	3	-1%	-1%	0%	-2%	1%	-13%

# Numbers 19–20, quoted:
No.	SMILES	B2AR arrestin	ELG1 repair inh	TCR act	Tb PFK inh	TSHR antagonist	TSG101-PTAP inh	Eya2 phos inh	uPA generation	Mito fusion yeast	USP2a inh	Chronic BCR inh
19	CSc1ccc(C(=O)C2CCCN(C(=O)c3cccc(N4CCOCC4)c3)C2)cc1 (configuration not stated)	-0.7%	27%	2%	-1%	-14	-4%	-10%	6%	-4%	1%	?
20	CC1=C(C)CC(C(=O)Nc2cccc(Cl)c2)C(C(=O)O)C1 (configuration not stated)	-0.4%	10%	2%	-2%	3	-1%	-1%	0%	-2%	1%	-13%

# The list continues:
No.	SMILES	B2AR arrestin	ELG1 repair inh	TCR act	Tb PFK inh	TSHR antagonist	TSG101-PTAP inh	Eya2 phos inh	uPA generation	Mito fusion yeast	USP2a inh	Chronic BCR inh
21	CO/N=C/c1ccc(Oc2ccc([N+](=O)[O-])cc2[N+](=O)[O-])c(OC)c1	-0.9%	11%	-6%[46.1 µM]	-1%	22	-1%	-2%	-19%	0%	-8%	?
22	Cc1[nH]c2ccccc2c1SCc1nnc(SCc2ccccc2)n1C	-0.1%	-20%	-7%	1%	-9	-1%	-20%	6%	5%	7%	?
23	CCOC(=O)C1CCCN(Cc2cn[nH]c2-c2ccc(F)cc2F)C1 (configuration not stated)	-0.3%	-8%	-3%	-1%	10	-3%	2%	1%	4%	2%	9%
24	O=C(c1ccc(F)cc1F)N(Cc1ccccn1)Cc1ccco1	0.6%	0%	1%	-1%	-2	-5%	35%	.	1%	-1%	1%
25	CN1CCN(C(=O)CSc2nc(-c3cccs3)cc(-c3cccs3)c2C#N)CC1	-1.2%	?	.	4%	-12	1%	17%	4%	-6%	2%	?
26	Cc1nn(C(C)C(=O)NCCCN(Cc2ccccc2)C(C)C)c(=O)c2c1sc1ccccc12 (configuration not stated)	-0.3%	2%	2%	2%	4	0%	-7%	5%	-13%	0%	1%
27	C[C@@]12CCC3[C@@](CCC4[C@@]3(C)CCC[C@@]4(C)C(=O)N3CCCCC3)(CC1=O)C2 (some centres not stated)	-0.2%	-9%	9%	3%	-15	.	6%	8%	-9%	1%	2%
28	NCCCC[C@@H]1NC(=O)[C@H](CCC(=O)O)NC(=O)c2cc([N+](=O)[O-])cc(I)c2OCC[C@@H](C(N)=O)NC1=O	-0.7%	1%	2%	-1%	1	.	7%	2%	-4%	3%	2%
29	CCN1CCN(c2cc(C)c3cc(NC(=O)CCC(=O)N4CCN(c5ccccc5OC)CC4)ccc3n2)CC1	0.0%	?	0%	3%	-9	0%	-1%	-2%	6%	0%	-1%
30	Cc1c(CNCC(C)c2ccccc2)c(C(=O)O)c(C)n1Cc1ccccc1 (configuration not stated)	-0.6%	16%	-4%	1%	0	-9%	2%	2%	1%	1%	2%
31	CCOCCCNC(=O)C(c1ccccc1)N(Cc1ccc2c(c1)OCO2)C(=O)c1ccccc1O (configuration not stated)	0.1%	-3%	1%	-1%	9	-5%	-3%	5%	2%	-1%	-5%
32	CCn1c(-c2cccnc2)n[nH]c1=S	-0.7%	-8%	.	-2%	13	-4%	20%	-1%	-2%	1%	-1%
33	Cc1ccccc1OCC(=O)N(Cc1nc(-c2ccccc2)no1)C(C)C	-0.9%	-13%	-5%	0%	-5	-4%	7%	1%	7%	-1%	?
34	CCCCCN1CSC(=S)N(Cc2ccccc2)C1	-0.2%	?	2%[46.1 µM]	-1%	3	-1%	1%	-8%	7%	3%	9%
35	CC(Oc1ccc(Cl)cc1Cl)C(=O)NNC(=O)c1ccncc1 (configuration not stated)	0.0%	-16%	-5%	1%	-2	3%	-3%	-4%	4%	4%	-4%

# Taken from above:
# cpd 25 – USP2a inh = 2%
# cpd 34 – USP2a inh = 3%
# cpd 33 – TSHR antagonist = -5
